Assay outcomes deposited in PubChem by several laboratories.
Tb hexokinase: blocks Trypanosoma brucei hexokinase 1 activity | recombinant TbHK1, G6PDH-coupled NADH A340 | 220,000 compounds, 0.11% hits | inhibition, % at 10 µM;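 active = inhibition of 50% or more in the single-dose primary screen; inactive = inhibition below 50%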
PGE2 EP2 inh: inhibitors of human EP2 prostaglandin E2 receptor. C6 glioma cells expressing human EP2, cAMP TR-FRET; cells stimulated with saturating PGE2. inhibition, % at 25 µM. 260,000 compounds, 0.52% hits;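 active = percent inhibition above 40 after rounding to a whole number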;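 note: rat C6 glioma host cells with rolipram phosphodiesterase inhibitor present; the protocol text gives 20 µM as final concentration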
Target sequence (P43116 whole entry, looked up): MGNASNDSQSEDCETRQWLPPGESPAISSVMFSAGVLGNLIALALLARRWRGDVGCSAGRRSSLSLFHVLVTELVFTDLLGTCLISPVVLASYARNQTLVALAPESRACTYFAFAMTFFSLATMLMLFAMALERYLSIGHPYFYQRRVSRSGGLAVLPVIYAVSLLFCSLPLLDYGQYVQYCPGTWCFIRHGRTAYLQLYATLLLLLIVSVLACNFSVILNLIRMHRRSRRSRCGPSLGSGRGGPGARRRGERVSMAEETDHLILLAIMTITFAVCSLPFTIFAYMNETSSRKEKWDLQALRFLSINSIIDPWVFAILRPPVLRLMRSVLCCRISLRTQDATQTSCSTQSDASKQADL
RBBP9 inhibitor: inhibitors of human serine hydrolase RBBP9. O75884. recombinant RBBP9, FP-Rh probe fluorescence polarization. inhibition, % at 7.94 µM. 220,000 compounds, 0.2% hits;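 active = inhibition above the campaign mean of all tested compounds plus 3 SD, cut at about 14% in these data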;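 note: plate controls were DMSO wells with RBBP9 for no effect and wells lacking RBBP9 protein for full effect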
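Measured by: FP readout at 525/598 nm; material: recombinant human RBBP9; also added: Serine-hydrolase probe FP-Rh, 375 nM pre-mixing; medium: Tris buffer pH 8.0, NaCl, Pluronic; replication: one well per compound; doses: one concentration, 7.94 µM nominal, 0.794% DMSO; timing: preincubation 30 min plus labeling 45 min at 25 °C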
Ba/F3 V617F tox: loss of viability in JAK2V617F-driven Ba/F3 cells. Ba/F3 EpoR-JAK2V617F viability, ATP luminescence. inhibition, % at 5.6 µM. 220,000 compounds, 1.1% hits;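 active = inhibition above the campaign mean plus 3 SD over all tested compounds, cut at about 24% in these data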;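 note: cytokine-independent growth of Ba/F3 cells driven by EpoR plus mutant JAK2; 0% = DMSO-treated cells and 100% = JAK inhibitor I control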
Furin inhibitor: human furin inhibition; purified furin, fluorogenic substrate cleavage; inhibition, % at 30 µM; 220,000 compounds, 0.061% hits; in the data active = inhibition above about 25%; note: inactives centre near -15
Target sequence (P09958 108-714 limits assumed): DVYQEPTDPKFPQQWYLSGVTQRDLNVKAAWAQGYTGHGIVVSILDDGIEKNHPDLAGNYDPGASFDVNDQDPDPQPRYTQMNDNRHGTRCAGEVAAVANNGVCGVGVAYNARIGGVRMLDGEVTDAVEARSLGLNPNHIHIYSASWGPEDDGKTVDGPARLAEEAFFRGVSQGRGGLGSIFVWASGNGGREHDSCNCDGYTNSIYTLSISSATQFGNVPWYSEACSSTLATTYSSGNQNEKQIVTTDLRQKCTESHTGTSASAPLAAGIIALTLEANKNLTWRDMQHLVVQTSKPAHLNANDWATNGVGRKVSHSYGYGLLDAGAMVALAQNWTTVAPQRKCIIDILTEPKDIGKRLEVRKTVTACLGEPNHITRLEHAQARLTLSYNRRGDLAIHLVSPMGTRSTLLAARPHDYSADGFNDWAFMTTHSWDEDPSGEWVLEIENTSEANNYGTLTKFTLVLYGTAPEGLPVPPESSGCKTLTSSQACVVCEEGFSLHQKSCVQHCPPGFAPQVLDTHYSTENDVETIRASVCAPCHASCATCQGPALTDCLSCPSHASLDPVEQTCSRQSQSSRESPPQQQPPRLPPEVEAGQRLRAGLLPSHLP
BaF3 tox: reduces parental Ba/F3 cell viability, JAK2V617F counter-screen. CellTiter-Glo ATP luminescence. inhibition, % at 5.6 µM. AID 1486. 220,000 compounds, 1.1% hits;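 active = inhibition above a per-campaign cutoff, the mean inhibition of all tested compounds plus 3 SD, cut at about 27% in these data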;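 note: 0% = DMSO wells and 100% = JAK Inhibitor I control wells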
p97 inhibitor: blocks human p97 ATPase activity. inhibition, % at 8 µM. P55072. recombinant p97 ATPase, Kinase-Glo ATP luminescence, 3 h. 220,000 compounds, 0.42% hits; in the data active = inhibition above about 15%;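 note: 0% = DMSO vehicle and 100% = wells lacking enzyme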
PPC-1+TRAIL kill: kills PPC-1 cancer cells in the presence of TRAIL; PPC-1 cells + TRAIL, ATPLite viability luminescence; cell killing (% activity), % at 4 µM; 220,000 compounds, 0.41% hits; AID 1443;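 active = cell killing above 50% in the first pass at 4 µM, then a duplicate retest at 5 µM averaging 50% or more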;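 note: plate controls were cells with TRAIL plus DMSO for no effect and medium-only wells lacking cells for full effect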
p47phox inh: blocks human p47phox regulatory protein of NADPH oxidases | AID 1274 | p47phox/p22phox peptide binding, fluorescence polarization, 2 h | 220,000 compounds, 0.53% hits | inhibition, % at 24.7 µM;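 active = inhibition above about 30%, limit read from the data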;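 note: 0% = p47phox with labelled peptide and 100% = labelled peptide alone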
Active calls of the source: *; . = not tested or not shown; & = joins results of further samples; [ ] = dose if it differs, or a comment.

SMILES	Tb hexokinase	PGE2 EP2 inh	RBBP9 inhibitor	Ba/F3 V617F tox	Furin inhibitor	BaF3 tox	p97 inhibitor	PPC-1+TRAIL kill	p47phox inh
O=C(c1cccs1)N(Cc1nc2sc3c(c2c(=O)[nH]1)CCCC3)C1CCCC1	11	9&5	-11	-1	-14	1	6	7	-17
C=CCn1c(N)cc(=O)nc1SCC(=O)Nc1ccc(C)cc1	1	12	-11	3	-19	-1	-3	16	9
CCCN(CCC)C(=O)CC(c1ccccc1)c1cc(Br)ccc1O (stereo not given)	7	6	-2	-2	-14[20 µM]	1	-2	30	-23
C=CCn1c(SCc2nc3c(c(=O)[nH]c(=O)n3CCCC)n2CCC)nnc1-c1ccccc1	-1	11	-7	-3	-18	1	-3	-1	-10
CCCCN(CCCNC(=O)C1CCN(S(=O)(=O)N2CCOCC2)CC1)c1ccccc1	-14	3	-7	1	-17	5	-11	2	-6
C=CCc1c(C)nc(-c2ccccc2)nc1Nc1ccccc1O	9	10	0	-1	-19	2	9	14	-9
CC(=O)C(C)Oc1ccc2c3c(c(=O)oc2c1)CCCC3 (stereo not given)	-8	10	-1	3	-31	4	-3	6	-6
Cc1ccc(NC(=O)CN2C(=O)CN(C)C2=O)cc1S(=O)(=O)N1CCCCC1	0	3	-12	0	-19	3	-3	13	0
CCC(C)[C@H](NC(=O)N1CCC(C)CC1)C(=O)O (stereo not given in full)	7	6	-8	1	-13	1	-5	-13	-2
O=C(CN(Cc1ccc(F)cc1)C(=O)CCC(=O)Nc1ccccn1)NCc1ccco1	7	10&5	-7	1	-20	3	-4	-3	-9
CCOc1ccccc1N1CCN(CC(=O)NCCc2ccc(S(N)(=O)=O)cc2)CC1	4	5	0	-4	-16	4	3	27	-4
C(=N\Nc1nc(-c2ccccc2)cs1)/c1ccco1	-18	6	0	0	2	4	8	23	-22
CCOC(=O)c1csc(NC(=O)COc2ccc(Cl)cc2Cl)n1	1	17	-3	-1	-20	3	0	2	-16
CC(=O)c1cccc(S(=O)(=O)N(Cc2cc3cc4c(cc3[nH]c2=O)OCCO4)CC2CCCO2)c1 (stereo not given)	-23	2	0	-3	-14	3	5	8	-8
COc1ccccc1NC(=O)N1CCN(C)CC1	-1	4	2	-4	-28	6	5	6	-9
O=C(CCCN1C(=O)c2ccccc2C1=O)Nc1c(C(=O)C2CC2)oc2ccccc12	2	11	-2	-3	-18	5	1	17	1
O=c1[nH]c(=S)c2c(n1-c1ccccc1)CCC2	-60	33	-13	5	3[20 µM]	9	-5	14	-5
O=C(CSc1nnc(-c2cccnc2)n1Cc1ccco1)c1ccccc1	1	.	-1	0	-9[20 µM]	2	3	9	-4
Cc1cnc(C(=O)Nc2ccc(S(=O)(=O)NCC(C)C)cc2)cn1	-8	8	1	-3	-16	2	0	.	-11
CCC(C)C(NC(=O)OC(C)(C)C)C(=O)NC(C(=O)N1CCCC1C(N)=O)C(C)CC (stereo not given)	-3	14	-4	2	-13	-3	-6	16	-35
COc1ccc(-c2csc(C)n2)cc1OC	8	4	3	-4	-19[20 µM]	-1	5	9	-5
CCC(C)C(NC(=O)c1ccc(Cl)cc1)C(=O)O (stereo not given)	-5	17	0	1	-15	11	2	20	2
O=C1NC(=S)SC1=C1CCCCCC1	-38	19	-1	-4	-5	-2	7	8	-26
Cc1ccc(S(=O)(=O)CNC(=O)c2ccccc2)cc1	-2	10	-2	2	-15	3	-3	13	-5
O=C1CC(c2ccccc2)N1c1ccccc1 (stereo not given)	2	6	-12	-1	-28[20 µM]	7	3	-5	5
(more compounds)
SMILES	Tb hexokinase	PGE2 EP2 inh	RBBP9 inhibitor	Ba/F3 V617F tox	Furin inhibitor	BaF3 tox	p97 inhibitor	PPC-1+TRAIL kill	p47phox inh
OCCNc1nc(N2CCN(Cc3ccccc3)CC2)nc2ccccc12	-7	12	-4	-2	-23	7	3	18	-17
CCCc1nc2c(c(=O)c3ccccc3n2C)c(=O)n1-c1cc(C)cc(C)c1	-14	20	3	0	-4	3	1	-21	-10
CCn1c(C)nc2cc(C(=O)OC)ccc21	-2	5	-5	-4	-34	1	10	.	-25
CC1CN(C(=O)c2ccccc2C(=O)c2ncc[nH]2)CC(C)O1 (stereo not given)	-6	16	0	-2	-14	1	2	9	-6
O=C(N/N=C/c1ccc(-c2cccc([N+](=O)[O-])c2)o1)c1cccs1	-24	5	-7	-3	-15	-2	1	24	14
O=C(NCc1cccs1)Nc1cc(Cl)ccc1Cl	-7	3	-9	-3	-10	0	4	5	0
COc1ccc(C/C(C)=N/NC(=O)c2ccc(C)cc2C)cc1	0	2	-7	-1	-24	4	-1	13	-106
Cn1c(COc2ccc3ccccc3c2)nnc1SCC(=O)OC1CCCCC1	-7	8	-4	2	-15[20 µM]	5	-12	4	6
CCOc1ccccc1-n1c(SCC(=O)N2CCCC2)nnc1-c1ccc(O)cc1	-6	9	-7	2	-20[20 µM]	1	-4	1	-5
COC(=O)CCC(=O)c1oc2ccc(OC)cc2c1N	-28	9&2	-5	-1	-10[20 µM]	3	6	17	-13
COC(=O)c1ccc(-c2ccc(C(=O)N3CCCN(C)CC3)cc2)cc1	-4	8	-1	-1	-25	6	1	-1	-3
COc1cc(C2Nc3ccccc3NC3=C2C(=O)CC(c2ccc(OC)c(OC)c2)C3)ccc1O (stereo not given)	-47	11	-2	1	-8	1	2	19	6
O=C(Nc1ccccc1C(=O)N1CCOCC1)c1cccnc1	-6	9	-2	-3	-11[20 µM]	1	2	34	-7
CCOC(=O)Nc1ccc2nc(N3CCCCCC3)sc2c1	5	6	-7	78*	-28	67*	-6	12	-13
O=C(Nc1nc2ccccc2[nH]1)c1cccc(S(=O)(=O)N2CCOCC2)c1	-19	6	-3	-3	-7	6	1	30	-8
NC(=O)CSc1c[nH]c2ccccc12	-3	3	-3	0	-14[20 µM]	0	5	16	-6
NS(=O)(=O)c1ccc(NC(=O)CSc2nc3ccccc3[nH]2)cc1	2	4	-4	-2	-5	6	4	-3	-13
O=C(O)c1ccc2c(c1)C(=O)N(c1ccccc1-c1ccccc1)C2=O	-1	11	4	2	-14	3	0	14	-3
O=C1CCN1C1(C(=O)NC2CCCCC2)CCCC1	21	5	-6	-1	-9	1	-3	8	-1
CCOc1ccc(-c2nnc3ccc(SCC(=O)Nc4nc5ccccc5s4)nn23)cc1	-9	7	-13	0	-17	9	-3	-9	-11
Cc1cccc(NC(=O)c2ccc(NC(C)c3ccccc3)c([N+](=O)[O-])c2)n1 (stereo not given)	0	4	4	-2	-5	7	2	17	6
CCCC(=O)Nc1ccc(Cl)c(NC(=O)c2ccc([N+](=O)[O-])cc2Cl)c1	1	13	-2	-2	-10	5	3	0	-2
O=C(CNC(=O)C1CCCCC1)NC1=NCCS1	-1	6	-1	-4	-17	2	4	-24	-3
C=CCn1c(Cc2ccc(OC)cc2)nnc1SCC(N)=O	-4	8	5	-2	-12[20 µM]	1	4	27	-10
Cc1ccccc1CN(C)CC(=O)Nc1c(C)cccc1C(C)C	-7	9	0	4	-20	8	-3	-33	-1

Compound profiles, from the list above.
Results for CCOC(=O)c1csc(NC(=O)COc2ccc(Cl)cc2Cl)n1 : Tb hexokinase = 1; PGE2 EP2 inh = 17; RBBP9 inhibitor = -3; Ba/F3 V617F tox = -1; Furin inhibitor = -20; BaF3 tox = 3; p97 inhibitor = 0; PPC-1+TRAIL kill = 2; p47phox inh = -16
Results for CCOc1ccc(-c2nnc3ccc(SCC(=O)Nc4nc5ccccc5s4)nn23)cc1 : Tb hexokinase = -9; PGE2 EP2 inh = 7; RBBP9 inhibitor = -13; Ba/F3 V617F tox = 0; Furin inhibitor = -17; BaF3 tox = 9; p97 inhibitor = -3; PPC-1+TRAIL kill = -9; p47phox inh = -11

Next entries
SMILES	Tb hexokinase	PGE2 EP2 inh	RBBP9 inhibitor	Ba/F3 V617F tox	Furin inhibitor	BaF3 tox	p97 inhibitor	PPC-1+TRAIL kill	p47phox inh
O=C(Cn1nnc(-c2cccs2)n1)NCc1cccs1	3	4	0	3	-27	9	-1	9	4
O=C(CSc1nnc(-c2ccncc2)n1Cc1ccco1)Nc1nccs1	3	12	-3	1	-24[20 µM]	2	5	17	-1
Cc1c(NC(=O)C2CCCNC2=O)c(=O)n(-c2ccccc2)n1C (stereo not given)	2	6	-7	4	-10[20 µM]	1	-5	25	2
Cc1ccc2c(c1)NC(=O)C(CC(=O)Nc1ccc(CN3CCC(C)CC3)cc1)O2 (stereo not given)	11	6	0	2	-12	6	-5	11	-12
CCOC(=O)c1cccc(NC(=O)CCNS(=O)(=O)c2ccc3c(c2)CCN3C(=O)CC)c1	-2	5	-7	-1	-10	2	0	7	1
Cc1cc(C)c([C@@H]2C[C@H]3CN(C4CCCC4)C(=O)[C@]34CCCN24)c(-n2cccn2)c1	-4	4	-7	-4	-21	0	8	23	-9
Cc1nc(-c2nc(C(=O)NNS(C)(=O)=O)cs2)cs1	-6	2	-4	1	-22	0	-6	5	4
CC1(C)C(=O)Nc2ccccc2N1C(=O)CSc1nnc2c(Cl)cc(Cl)cn12	-1	4	-5	-4	-25	5	2	14	-1
CCOc1ccc(-c2noc(CCCC(N)=O)n2)cc1OC	-9	9	-1	-4	-19[20 µM]	4	1	32	-6
Nc1ccc(-c2cnc(-c3ccc(N)cc3)nc2)cc1	-49	3	4	9	-3	12	-2	-10	-20

In the list so far, these have an aryl thioether with sulfur outside any ring.
SMILES	Tb hexokinase	PGE2 EP2 inh	RBBP9 inhibitor	Ba/F3 V617F tox	Furin inhibitor	BaF3 tox	p97 inhibitor	PPC-1+TRAIL kill	p47phox inh
C=CCn1c(N)cc(=O)nc1SCC(=O)Nc1ccc(C)cc1	1	12	-11	3	-19	-1	-3	16	9
C=CCn1c(SCc2nc3c(c(=O)[nH]c(=O)n3CCCC)n2CCC)nnc1-c1ccccc1	-1	11	-7	-3	-18	1	-3	-1	-10
O=C(CSc1nnc(-c2cccnc2)n1Cc1ccco1)c1ccccc1	1	.	-1	0	-9[20 µM]	2	3	9	-4
Cn1c(COc2ccc3ccccc3c2)nnc1SCC(=O)OC1CCCCC1	-7	8	-4	2	-15[20 µM]	5	-12	4	6
CCOc1ccccc1-n1c(SCC(=O)N2CCCC2)nnc1-c1ccc(O)cc1	-6	9	-7	2	-20[20 µM]	1	-4	1	-5
NC(=O)CSc1c[nH]c2ccccc12	-3	3	-3	0	-14[20 µM]	0	5	16	-6
NS(=O)(=O)c1ccc(NC(=O)CSc2nc3ccccc3[nH]2)cc1	2	4	-4	-2	-5	6	4	-3	-13
CCOc1ccc(-c2nnc3ccc(SCC(=O)Nc4nc5ccccc5s4)nn23)cc1	-9	7	-13	0	-17	9	-3	-9	-11
C=CCn1c(Cc2ccc(OC)cc2)nnc1SCC(N)=O	-4	8	5	-2	-12[20 µM]	1	4	27	-10
O=C(CSc1nnc(-c2ccncc2)n1Cc1ccco1)Nc1nccs1	3	12	-3	1	-24[20 µM]	2	5	17	-1
CC1(C)C(=O)Nc2ccccc2N1C(=O)CSc1nnc2c(Cl)cc(Cl)cn12	-1	4	-5	-4	-25	5	2	14	-1

This is a subset; the hit share may differ from the screen's.
